Source: PubChem BioAssay (Sanford-Burnham Center for Chemical Genomics)
Apaf-1 inh = inhibitors of human Apaf-1 apoptosome, primary screen, biochemical, DEVD-Rh110 fluorescence, uHTS | Apoptotic protease-activating factor 1 (Homo sapiens), O14727 | reconstituted apoptosome caspase-3 activity | inhibition, % at 20 µM | actives 0.71% (n = 330,000); active = inhibition of at least 40% at 20 µM;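 note: plate controls were DMSO wells for no effect and DEVD-CHO caspase inhibitor wells for full effect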
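Medium: Hepes buffer, pH 7.5 / System: biochemical Apaf-1 apoptosome reconstitution / Measured by: Rh110 fluorescence, excitation 480 nm, emission 540 nm / Times: compound with Apaf-1, dATP, procaspase-3 30 min, then 50 min reaction, room temperature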
mIAP block = inhibitors of mouse IAP, primary screen, biochemical, luminescence, uHTS; intestinal alkaline phosphatase [Mus musculus]; purified mouse IAP, CDP-Star luminescence, 30 min; inhibition, % at 10 µM; actives 0.2% (n = 330,000); AID 2806, 2010;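 active = inhibition of at least 40% at 10 µM in the primary screen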;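 note: plate controls were DMSO with enzyme for no effect and no enzyme wells for full effect; values of inactives mirror those of a sister screen read the other way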
NALP3 yeast inh = NALP3 inflammasome inhibitors in reconstituted yeast, primary screen, luminescence, uHTS | Yeast reconstituted NLRP3/ASC/caspase-1, beta-gal luminescence, 24 h | inhibition, % at 10 µM | actives 0.39% (n = 330,000);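 active = inhibition of 50% or more; inactive = inhibition below 50%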;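 note: plate controls were induced DMSO wells for no effect and uninduced yeast grown without galactose for full effect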
ATG4B inh = ATG4B protease inhibitors, primary screen, biochemical, fluorescence, uHTS | inhibition, % at 8.33 µM | Cysteine protease ATG4B (Homo sapiens), Q9Y4P1 | ATG4B cleavage of LC3-PLA2, NBD-HPC fluorescence, 1 h | actives 0.51% (n = 340,000); in the data active = inhibition above about 40%
Target sequence (Q9Y4P1 whole entry, looked up): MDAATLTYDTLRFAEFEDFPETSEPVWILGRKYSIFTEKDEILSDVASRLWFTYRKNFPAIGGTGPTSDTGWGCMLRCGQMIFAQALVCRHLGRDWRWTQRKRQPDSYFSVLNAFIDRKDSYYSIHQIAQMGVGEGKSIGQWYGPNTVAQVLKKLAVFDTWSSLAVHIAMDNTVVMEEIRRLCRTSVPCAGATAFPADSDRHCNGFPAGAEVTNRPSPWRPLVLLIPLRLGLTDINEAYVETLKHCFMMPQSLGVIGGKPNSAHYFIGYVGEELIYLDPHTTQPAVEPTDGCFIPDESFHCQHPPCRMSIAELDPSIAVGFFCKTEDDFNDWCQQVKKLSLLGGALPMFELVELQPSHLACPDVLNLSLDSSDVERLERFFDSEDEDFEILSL
TIM10 inh = growth inhibitors of isogenic TIM10 control yeast, primary screen, counter-screen for tim10-1 yeast inhibitor project, luminescence, uHTS; S. cerevisiae TIM10 strain growth, BacTiter-Glo luminescence, 24 h; AID 463195, 2010; actives 1.4% (n = 330,000); inhibition, % at 10 µM;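 active = inhibition of 40% or more at the single tested concentration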;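 note: wild-type TIM10 isogenic control strain grown at permissive 25 °C; 0% = DMSO yeast wells and 100% = minimal medium wells without yeast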
hIAP block = human IAP inhibitors, primary screen, biochemical, luminescence, uHTS; Intestinal-type alkaline phosphatase (Homo sapiens), P09923; purified IAP, CDP-Star luminescence, 30 min; inhibition, % at 10 µM; actives 0.12% (n = 330,000); AID 2544, 2010;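 active = inhibition reaching a set limit with compound at 10 µM in the primary screen, cut at about 35% in these data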;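 note: plate controls were DMSO wells with enzyme for no effect and no-enzyme buffer wells for full effect; values of inactives mirror those of a sister screen read the other way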
Target sequence (P09923 whole entry, looked up): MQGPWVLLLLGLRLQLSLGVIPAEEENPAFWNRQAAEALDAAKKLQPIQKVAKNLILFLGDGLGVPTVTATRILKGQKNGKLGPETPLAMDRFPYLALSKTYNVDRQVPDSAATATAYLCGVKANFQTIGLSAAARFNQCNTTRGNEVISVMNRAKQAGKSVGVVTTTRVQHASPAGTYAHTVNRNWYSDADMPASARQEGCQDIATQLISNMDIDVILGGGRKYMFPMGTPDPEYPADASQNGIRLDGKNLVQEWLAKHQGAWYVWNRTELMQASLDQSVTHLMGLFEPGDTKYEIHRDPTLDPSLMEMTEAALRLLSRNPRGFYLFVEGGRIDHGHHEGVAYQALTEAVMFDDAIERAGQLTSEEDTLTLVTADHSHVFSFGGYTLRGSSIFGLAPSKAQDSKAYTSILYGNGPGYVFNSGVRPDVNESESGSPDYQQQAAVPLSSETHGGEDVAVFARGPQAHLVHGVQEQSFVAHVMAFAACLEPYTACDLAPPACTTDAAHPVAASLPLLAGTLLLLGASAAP
tim10-1 inh = growth inhibitors of tim10-1 mutant yeast, primary screen, luminescence, uHTS; inhibition, % at 20 µM; AID 463190, 2010; S. cerevisiae tim10-1 ts strain growth, BacTiter-Glo, 24 h; actives 2.2% (n = 330,000);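 active = inhibition of at least 40%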;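 note: mutant grown at 25 °C; 0% = DMSO wells with yeast and 100% = wells holding no yeast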
hIAP act = human IAP activators, primary screen, biochemical, luminescence, uHTS. AID 2524, 2010. activation factor at 10 µM. actives 0.16% (n = 330,000). purified human IAP, CDP-Star luminescence, 30 min; active compounds read high; 1 = vehicle-only enzyme, 0 = enzyme-free background;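 active = activation factor of the enzyme at least 2-fold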; note: the source names both 10 and 20 µM as test concentration; values of inactives mirror those of a sister screen read the other way
mIAP act = activators of mouse IAP, primary screen, biochemical, luminescence, uHTS; actives 0.24% (n = 330,000); muIAP, CDP-Star luminescence, 30 min; active compounds read high; 1 = vehicle-only enzyme signal, 0 = enzyme-free wells; intestinal alkaline phosphatase [Mus musculus]; AID 2805, 2010; activation factor at 10 µM;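 active = activation factor of at least 2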; note: the source names both 10 and 20 µM as test concentration; values of inactives mirror those of a sister screen read the other way
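Assay system: mouse IAP enzyme; Reagent: CDP-Star chemiluminescent phosphatase substrate; Compound: DMSO-dissolved test compounds; Incubation: 30 min, room temperature; Technique: luminescence from enzymatic CDP-Star hydrolysis; Controls: DMSO-only wells and no-enzyme negative control.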
The depositor's hits bear a star; x = no result given.

SMILES | Apaf-1 inh | mIAP block | NALP3 yeast inh | ATG4B inh | TIM10 inh | hIAP block | tim10-1 inh | hIAP act | mIAP act
Oc1ccc(/C=N/N2CCN(C3c4ccccc4-c4ccccc43)CC2)cc1O | -16 | 16 | 28 | -16 | -2 | 7 | -38 | 0.93 | 0.84
CCCN1C2=NS(=O)(=O)CCN2c2ccccc21 | -11 | 5 | 12 | 14 | -3 | -14 | -17 | 1.1 | 0.95
CC(C)(C)[C@H]1CCC(=O)N([C@H](CSc2ccc(Br)cc2)Cc2ccccc2)CC1 | -9 | -5 | 9 | -5 | 6 | 5 | 9 | 0.95 | 1
Cc1ccc(NC(=O)c2nc[nH]c2C(=O)N[C@@H](C)C(=O)OC(C)(C)C)cc1 | 27 | -4 | 44 | -11 | 8 | -50 | 1 | 1.5 | 1
O=C(NCCc1c[nH]c2ccccc12)/C(=C/c1cccnc1)NC(=O)c1ccco1 | -2 | -4 | 9 | -7 | -1 | -2 | -5 | 1 | 1
COc1cc2c(cc1OC)CN(C(=O)c1cc(=O)c3ccccc3o1)CC2 | 3 | 1 | 13 | -1 | 10 | 0 | -1 | 1 | 0.99
Cc1c(C(=O)N2CCN(c3ccc([N+](=O)[O-])cc3)CC2)sc2ncn(CC(=O)N3CCOCC3)c(=O)c12 | 13 | -1 | 11 | 0 | -3 | 23 | 13 | 0.77 | 1
CC(C)Oc1ccc(C(CC(=O)O)Cc2ccccc2)cc1 (centres undefined) | -2 | -3 | 5 | 4 | 13 | -8 | 6 | 1.1 | 1
CCN(C(=S)NC(=O)C1CCCC1)C1CCCCC1 | 2 | 4 | -1 | -1 | 19 | -4 | 36 | 1 | 0.96
Cc1c(C(=O)N/N=C/c2ccccc2)[nH]c2c([N+](=O)[O-])cccc12 | -15 | -1 | 13 | 1 | -3 | -2 | -4 | 1 | 1
C(=C(c1ccccc1)c1ccccc1)c1ccccn1 | 15 | 2 | 13 | 22 | -3 | -4 | 14 | 1 | 0.98
Cc1occc1C(=O)N/N=C/C=C/c1ccc(N(C)C)cc1 | 5 | 5 | 9 | 0 | 7 | -1 | 3 | 1 | 0.95
CCOc1ccccc1C(=O)N(Cc1ccco1)C1CCS(=O)(=O)C1 (centres undefined) | 3 | -6 | 9 | -7 | -1 | -10 | 9 | 1.1 | 1.1
Cc1ccc(C2CC(c3ccco3)n3ncnc3N2)cc1 (centres undefined) | -2 | -2 | 2 | -5 | 17 | 0 | 28 | 1 | 1
COc1ccc2[nH]c3c(c2c1)CCNC3C1CC=C(C)CC1 (centres undefined) | 4 | -10 | 35 | 1 | -12 | -5 | -23 | 1.1 | 1.1
Cc1ccc(N2C(=O)c3ccccc3C2C(=O)c2cc(C)ccc2O)cc1 (centres undefined) | 10 | 12 | 15 | -5 | 33 | 1 | 28 | 0.99 | 0.88
O=C(CCc1nnc(-c2ccc(-c3ccccc3)cc2)o1)N1CCCCC1 | 16 | -8 | 34 | 2 | 17 | 5 | 18 | 0.95 | 1.1
CN(C(=O)c1cccc(NC(=O)Cc2cccc([N+](=O)[O-])c2)c1)C1CCCC1 | 15 | -10 | -2 | 6 | 0 | -6 | 3 | 1.1 | 1.1
O=C(CNc1cc(S(=O)(=O)N2CCOCC2)ccc1N1CCCC1)N1CCc2ccccc21 | 3 | -14 | 6 | -2 | 11 | -2 | 32 | 1 | 1.1
CN(CC(=O)Nc1ccccc1Br)C(=O)c1ccccc1-c1nc2ccccc2s1 | 21 | -1 | 15 | -1 | 9 | -28 | 37 | 1.3 | 1
CCOc1ccc(N(CC(=O)NCc2ccccc2Cl)S(=O)(=O)c2c(C)noc2C)cc1 | 17 | -22 | 8 | 22 | 8 | -10 | 5 | 1.1 | 1.2
Cc1ccc(-n2ncc3c2CCCC3NC(=O)CCC2=NNC(=O)CC2)cc1C (centres undefined) | 13 | 6 | 24 | 2 | 7 | 5 | -2 | 0.95 | 0.94
O=C(O)CS/C(=C\c1ccc(F)cc1)c1nc2ccccc2s1 | -4 | 4 | 12 | x | -2 | -12 | -1 | 1.1 | 0.96
Cc1ccc(N2C(=O)c3cccc4c(N)ccc(c34)C2=O)c2cccnc12 | -5 | -38 | -2 | -6 | -22 | -7 | -2 | 1.1 | 1.4
CCCn1c(N)c(N(CCOC)C(=O)C(C)Oc2ccc(F)cc2)c(=O)[nH]c1=O (centres undefined) | -1 | -3 | 13 | 0 | -3 | -2 | -2 | 1 | 1
O=C(O)c1cccc(-n2cccc2/C=C\[N+](=O)[O-])c1 | -9 | 33 | 3 | 8 | 12 | 0 | 9 | 1 | 0.67
Cc1ccccc1/C=C1\CCCc2ccccc2C1=O | 15 | 12 | 38 | 53* | -15 | 2 | -3 | 0.98 | 0.88
Cc1ccc(-c2nc(C#N)c(NCc3cccc4c3OCO4)o2)cc1 | -6 | -22 | 34 | 7 | 19 | -11 | 44* | 1.1 | 1.2
c1ccc2c(c1)C(=NC1CCCCC1)NC2=NC1CCCCC1 | 1 | -4 | 8 | -4 | 7 | 9 | 1 | 0.91 | 1
O=C(CCc1c[nH]c2ccccc12)N1CCCC1 | -1 | -3 | 15 | -13 | -5 | -6 | 13 | 1.1 | 1

Compounds shown so far that have a halogen:
SMILES | Apaf-1 inh | mIAP block | NALP3 yeast inh | ATG4B inh | TIM10 inh | hIAP block | tim10-1 inh | hIAP act | mIAP act
CC(C)(C)[C@H]1CCC(=O)N([C@H](CSc2ccc(Br)cc2)Cc2ccccc2)CC1 | -9 | -5 | 9 | -5 | 6 | 5 | 9 | 0.95 | 1
CN(CC(=O)Nc1ccccc1Br)C(=O)c1ccccc1-c1nc2ccccc2s1 | 21 | -1 | 15 | -1 | 9 | -28 | 37 | 1.3 | 1
CCOc1ccc(N(CC(=O)NCc2ccccc2Cl)S(=O)(=O)c2c(C)noc2C)cc1 | 17 | -22 | 8 | 22 | 8 | -10 | 5 | 1.1 | 1.2
O=C(O)CS/C(=C\c1ccc(F)cc1)c1nc2ccccc2s1 | -4 | 4 | 12 | x | -2 | -12 | -1 | 1.1 | 0.96
CCCn1c(N)c(N(CCOC)C(=O)C(C)Oc2ccc(F)cc2)c(=O)[nH]c1=O (centres undefined) | -1 | -3 | 13 | 0 | -3 | -2 | -2 | 1 | 1

(cont.)
SMILES | Apaf-1 inh | mIAP block | NALP3 yeast inh | ATG4B inh | TIM10 inh | hIAP block | tim10-1 inh | hIAP act | mIAP act
O=C(Nc1ccccn1)C1CCCN1S(=O)(=O)c1ccc(Cl)cc1 (centres undefined) | 0 | 3 | 20 | 3 | -16 | -20 | 12 | 1.2 | 0.97
CC(=O)c1ccc(NC(=O)C2Cc3ccccc3CN2C(=O)c2ccccc2)cc1 (centres undefined) | -3 | -1 | 8 | 0 | 27 | 2 | 18 | 0.98 | 1
Cc1ccc(C(=O)NC(=S)Nc2cccc3c(C)cc(C)nc23)cc1 | 4 | 4 | 8 | 2 | 5 | -15 | -10 | 1.1 | 0.96
Nc1ccc(S(=O)(=O)c2ccccc2)nc1 | 2 | -2 | -1 | 1 | 1 | 12 | -8 | 0.88 | 1
COC(=O)c1ccc(CSc2nc3ccccc3c(=O)n2Cc2ccco2)o1 | 3 | 11 | 13 | 16 | 14 | -3 | 26 | 1 | 0.89
CCOC(=O)CCCNC(=O)CCNC(=O)c1ccc(OCC)cc1 | -20 | -11 | 21 | -10 | -6 | -1 | -4 | 1 | 1.1
Cc1cc(C)c2c(CN3CCN(CCO)CC3)cc(=O)oc2c1 | 3 | 19 | 11 | -2 | -2 | 15 | 6 | 0.85 | 0.81
COc1ccc(C(=O)Nn2c(SCC(=O)N3CCC(C)CC3)nc3ccccc3c2=O)cc1 | 17 | -4 | 19 | 10 | 14 | -15 | 1 | 1.2 | 1
O=C(CCn1cncn1)N1CCCC(N2CCN(c3cccc(C(F)(F)F)c3)CC2)C1 (centres undefined) | 8 | 4 | 12 | 23 | 8 | 13 | -22 | 0.87 | 0.96
COc1cccc(NC(=O)COC(=O)C2CCCCC2)c1 | -10 | -11 | 22 | -1 | 5 | 3 | 5 | 0.97 | 1.1
CCOc1ccccc1NC(=O)CSC1=NN2CCCC(=O)N=C2S1 | -1 | -2 | 13 | -4 | 17 | 0 | -4 | 1 | 1
COc1ccc(NC(=O)c2ccc3c(c2)CCN3S(=O)(=O)c2ccccc2)c(OC)c1 | 11 | 4 | 9 | -14 | 13 | 8 | 30 | 0.92 | 0.95
CCOC(=O)c1oc2ccccc2c1CN1CCCCC1 | -6 | 6 | 14 | -1 | 5 | 10 | 7 | 0.9 | 0.94
Cc1ccc(N2C(=O)c3ccccc3C(C)(C)C2=O)cc1 | 2 | -1 | 22 | 8 | -6 | 10 | 0 | 0.9 | 1
O=C(Nc1nc2ccccc2[nH]1)C12CC3CC(CC(C3)C1)C2 | 9 | -10 | 25 | 6 | 13 | -3 | 32 | 1 | 1.1
O=S(=O)(c1ccccc1)n1ccc2ccccc21 | 11 | -6 | 0 | 1 | -16 | -13 | -2 | 1.1 | 1.1
CCOc1ccc(N/C=C/C(=O)c2ccccc2)c([N+](=O)[O-])c1 | 10 | 9 | 59* | -12 | 70* | -2 | 38 | 1 | 0.91
CCn1cc(Br)c(C(=O)Nc2cccc(Cl)c2)n1 | -23 | 1 | 20 | 11 | 29 | -5 | 29 | 1.1 | 0.99
N#Cc1ccc(OCC(=O)N2CCN(C(=O)c3ccco3)CC2)cc1 | -3 | -21 | -6 | -4 | -7 | -32 | 24 | 1.3 | 1.2
COCCCNc1nc(SCc2ccccc2)nc2sc3c(c12)CCC3 | 27 | -3 | 8 | 23 | 11 | -11 | 26 | 1.1 | 1
COc1cc2c(cc1OC)C(C)N(C(=O)CCN1C(=O)C3C4C=CC(C4)C3C1=O)CC2 (centres undefined) | 0 | 2 | 11 | 4 | -2 | 13 | 16 | 0.87 | 0.98
CC(C)Sc1nc2ccc(Br)cc2[nH]1 | -2 | 0 | 45 | -3 | 22 | 0 | 12 | 1 | 1
CC(=O)Nc1ccc2c(COC(=O)CC3Sc4ccccc4NC3=O)cc(=O)oc2c1 (centres undefined) | 5 | 9 | 3 | 6 | -15 | 16 | -23 | 0.83 | 0.91
O=C(NCc1ccco1)c1ccccc1-c1ccccc1 | -2 | -7 | 13 | 1 | 0 | 4 | 24 | 0.96 | 1.1
O=C(COC(=O)[C@H](Cc1ccccc1)NC(=O)c1cccs1)Nc1cc(F)ccc1F | 9 | -15 | 5 | -2 | -12 | -16 | -25 | 1.2 | 1.1
Cc1nn(Cc2ccc(Cl)cc2)c(C)c1NC(=O)c1noc2c1CCCCC2 | -1 | 0 | 12 | -7 | 35 | 5 | 43* | 0.95 | 1
O=C1NC(Cc2ccccc2)c2nc3cc(Cl)ccc3c(=O)n2-c2cc(Cl)ccc21 (centres undefined) | 17 | 1 | 15 | x | -3 | 2 | 4 | 0.98 | 0.99
